# core dimer inh: HCV core protein dimerization inhibition | inhibition, % at 5 µM | TR-FRET GST/Flag-core106 dimerization, 1536-well | actives 0.33% (n = 300,000);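 active = inhibition above the mean of all tested compounds plus 3 SD, set per screening campaign, cut at about 45% in these data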
#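 Assay system: Tagged HCV core106 pair (GST and Flag) | Buffer or medium: KF-containing HEPES buffer, pH 7.45, DTT, CHAPS, BSA | Also added: Eu donor and XL665 acceptor anti-tag antibodies | Dosing: One concentration, 5 µM, in 0.5% DMSO | Timing: 4 h at 22.5 °C | Technique: TR-FRET 671 and 617 nm emission | Repeats: Singlicate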
# Fh CTSL1 inh: blocks F. hepatica cathepsin L1 in PFM18AAP counter-screen | inhibition, % at 5.96 µM | actives 0.49% (n = 300,000) | recombinant F. hepatica cathepsin L1, Z-Leu-Arg-MCA fluorescence;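 active = inhibition above the mean of all tested compounds plus 3 SD, set per screening campaign, cut at about 17% in these data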;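 also: 0% = plate median of test compound wells and 100% = 1 µM Z-Phe-Ala-diazomethylketone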
# proCasp7 act: activates human procaspase-7, counter-screen for procaspase-3 activators; P55210; recombinant procaspase-7, Ac-DEVD-pNA absorbance 405 nm; D23A/D198A/D206A triple mutant, cannot self-cleave; scale: DMSO 0, 5 µM enzyme 100; activation, % at 8.5 µM; actives 0.093% (n = 330,000);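 active = percent activation above the screen-wide mean plus 3 SD, cut at about 25% in these data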
# Target sequence (P55210 whole entry D23A/D198A/D206A): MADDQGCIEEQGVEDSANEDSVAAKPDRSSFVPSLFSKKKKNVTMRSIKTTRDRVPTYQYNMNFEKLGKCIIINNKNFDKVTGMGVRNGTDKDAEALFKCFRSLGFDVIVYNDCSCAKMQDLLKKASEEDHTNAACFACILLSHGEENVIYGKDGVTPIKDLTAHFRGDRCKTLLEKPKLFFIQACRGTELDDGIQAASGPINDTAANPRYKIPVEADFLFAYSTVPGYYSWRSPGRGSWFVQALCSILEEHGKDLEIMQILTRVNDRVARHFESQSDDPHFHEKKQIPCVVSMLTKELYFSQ
#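 System: Uncleavable procaspase-7 mutant enzyme; Amount: 2 µM procaspase-7 mutant as dispensed; Schedule: 1 h compound preincubation, 2 h substrate cleavage, 25 °C; Measured by: 405 nm absorbance of p-nitroaniline; Evaluation: percent activation from buffer-corrected 0–120 min absorbance change; Control set: low DMSO alone, high DMSO plus 5 µM PC-7.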
# TPT1 inh: C. albicans TPT1 enzyme inhibition. recombinant caTPT1, FP RNA substrate dephosphorylation. actives 0.81% (n = 300,000). inhibition, % at 5 µM;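 active = inhibition above the mean of all tested compounds plus 3 SD, set per screening campaign, cut at about 24% in these data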;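 also: plate controls were DMSO alone for no effect and ferristatin control at 100 nM for full effect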
# PP1 counter: counter-screen for PP5 inhibitors: inhibitors of human PP1-alpha. purified PP1alpha, OMFP fluorescence. actives 0.9% (n = 320,000). AID 2235. inhibition, % at 6.7 µM;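 active = inhibition above the mean inhibition of all tested compounds plus 3 SD, computed separately for each screening campaign, cut at about 15% in these data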
# Target sequence (P62136 whole entry, looked up): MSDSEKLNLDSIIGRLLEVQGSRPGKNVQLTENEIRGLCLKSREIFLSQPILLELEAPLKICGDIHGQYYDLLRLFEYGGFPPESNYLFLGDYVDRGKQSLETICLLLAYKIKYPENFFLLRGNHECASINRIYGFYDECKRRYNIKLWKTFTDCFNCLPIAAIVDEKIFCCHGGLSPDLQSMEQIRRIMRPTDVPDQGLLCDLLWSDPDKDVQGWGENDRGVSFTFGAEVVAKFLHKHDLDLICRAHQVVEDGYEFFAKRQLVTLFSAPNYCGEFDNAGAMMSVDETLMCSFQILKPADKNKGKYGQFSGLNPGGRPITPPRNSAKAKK
# AHR act: activators of human aryl hydrocarbon receptor; AHR-responsive luciferase reporter cells, luminescence; activation, % at 5 µM; actives 2.5% (n = 320,000); AID 2796; in the data active = activation above about 47%;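 also: 0% = vehicle wells and 100% = reference agonist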
# PP5 inh: inhibitors of human protein phosphatase 5 (PP5); purified PP5c, OMFP substrate fluorescence; inhibition, % at 6.7 µM; actives 0.18% (n = 320,000); AID 1987;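 active = inhibition above the campaign's mean inhibition across all tested compounds plus 3 SD, cut at about 9.5% in these data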;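 also: 0% = DMSO only and 100% = 100 µM cantharidin control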
# procasp3 activ: activates human procaspase-3 | recombinant procaspase-3 D3A, Ac-DEVD-pNA absorbance 405 nm | AID 463141 | activation, % at 8.5 µM | actives 0.11% (n = 330,000) | P42574;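 active = activation above the mean of all tested compounds plus 3 SD, cut at about 21% in these data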;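 also: 0% = DMSO alone and 100% = DMSO wells spiked with extra 5 µM PC-3 D3A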
# Target sequence (P42574 whole entry D9A/D28A/D175A): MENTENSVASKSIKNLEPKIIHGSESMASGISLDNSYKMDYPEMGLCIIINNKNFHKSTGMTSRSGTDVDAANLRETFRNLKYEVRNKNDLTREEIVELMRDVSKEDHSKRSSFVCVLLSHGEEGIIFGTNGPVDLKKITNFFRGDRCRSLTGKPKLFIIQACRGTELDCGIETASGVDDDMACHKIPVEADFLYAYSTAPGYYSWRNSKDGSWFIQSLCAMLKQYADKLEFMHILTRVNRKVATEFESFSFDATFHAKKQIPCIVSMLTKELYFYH
#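 Test system: Procaspase-3 D3A mutant, all three cleavage aspartates alanine | Dosing: Single dose, 8.5 µM nominal compound, 0.8% DMSO | Schedule: 1 h preincubation, 2 h reaction | Technique: 405 nm absorbance of p-nitroaniline, reads at 0 and 120 min | Repeats: One well per compound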
# PAFAH2 inh: inhibitors of human PAFAH2; Q99487; recombinant PAFAH2, FP-rhodamine activity probe, fluorescence polarization; inhibition, % at 3.39 µM; actives 0.99% (n = 340,000); AID 492956;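 active = inhibition above the mean over all tested compounds plus 3 SD, cut at about 30% in these data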;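 also: inhibitors block probe labeling of enzyme so polarization drops; 0% = enzyme with DMSO and 100% = wells lacking PAFAH2 protein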
# * = called active by the depositor; nt = not tested or not shown. Not a hit list. About 5.6% of those tested had a hit in this group.
1) Cn1cc(/C=C(\C#N)C(=O)Nc2ncc(Cc3ccc(Cl)cc3)s2)c2ccccc21
2) CNS(=O)(=O)c1cccc(C(=O)Nc2cccnc2)c1
3) Cc1ccc(NC(=O)c2cc(N3C(=O)C4CCCCC4C3=O)ccc2N2CCOCC2)cc1 (stereo not given)
4) Nc1c(Cl)cnn(-c2ccccc2)c1=O
5) CN(C)/C=C/C(=O)c1c(F)cccc1F
6) O=C(Oc1ccc(-c2cnc3ccccc3n2)cc1)c1cccc([N+](=O)[O-])c1

Compound	1	2	3	4	5	6
core dimer inh	7	-3	6	0	-4	0
Fh CTSL1 inh	1	2	-2	5	1	-2
proCasp7 act	-11	14	1	1	10	9
TPT1 inh	4	-2	-3	3	0	7
PP1 counter	0	0	-2	-5	-2	1
AHR act	0	13	-2	-1	0	2
PP5 inh	-0.1	-1.1	-1.3	-2.3	-0.2	2.5
procasp3 activ	-9	2	-1	-6	-2	-4
PAFAH2 inh	-19	-3	-2	nt	9	4

7) CCOC(=O)c1c(NC(=O)CN2C(=O)NC(C)(c3ccccc3)C2=O)sc(C)c1C (stereo not given)
8) C[C@@H](NC(=O)c1[nH]cnc1C(=O)Nc1nccs1)c1ccccc1
9) Cc1ccc(S(=O)(=O)N2CCN(C(=O)CC(C)n3cncn3)CC2)cc1 (stereo not given)
10) COc1ccc(Cl)cc1S(=O)(=O)N1CCC(C(=O)NCCC2=CCCCC2)CC1
11) CN(C(=O)C1CCN(S(=O)(=O)c2cccc3nonc23)CC1)C1CCCCC1
12) Cn1c(C(=O)N[C@@H](Cc2ccccc2)C(=O)O)cc2cc(F)ccc21

Compound	7	8	9	10	11	12
core dimer inh	6	nt	7	0	-19	9
Fh CTSL1 inh	1	nt	4	0	1	8
proCasp7 act	-6	11	5	12	5	-4
TPT1 inh	-2	nt	3	-2	2	0
PP1 counter	2	2	-1	-1	-2	0
AHR act	6	17	-3	2	1	38
PP5 inh	6.6	-1.9	1.2	1.4	-1.4	-0.3
procasp3 activ	-5	6	0	3	3	6
PAFAH2 inh	1	-1	0	-2	5	-1

13) S=C(Nc1cccnc1)NC1CC2CCC1C2 (stereo not given)
14) COc1cc(/C=C(\C#N)c2ccccn2)ccc1OCC(=O)Nc1cccc(C(F)(F)F)c1
15) O=C(CN1CCN(Cc2ccccc2F)CC1)Nc1ccccc1Cl
16) COc1ccc(NC(=O)Cn2nnc(-c3ccc(CN4CCOCC4)cc3)n2)c(OC)c1
17) COc1cc(C(C)=O)ccc1OCC(=O)OCC(=O)c1cc(C)n(CC2CCCO2)c1C (stereo not given)
18) Cc1ccc(N=Cc2cc(C)n(C3CCCC3)c2C)cc1

Compound	13	14	15	16	17	18
core dimer inh	-9	0	-5	5	nt	1
Fh CTSL1 inh	-2	1	1	-6	nt	-2
proCasp7 act	0	1	2	3	6	-4
TPT1 inh	3	0	3	-4	nt	0
PP1 counter	-1	2	5	-5	-2	-1
AHR act	11	-3	1	-2	3	5
PP5 inh	-0.6	3.1	0.6	0.5	2.2	2.4
procasp3 activ	3	4	0	5	5	-4
PAFAH2 inh	-6	-4	-6	-2	-3	-1

19) CCOC(=O)CC1C(C(=O)OCC)ON2OC(C(=O)OC)C(C(=O)OCC)C12 (stereo not given)
20) CC(=O)Nc1ccc(SC[C@H](Cc2ccccc2)N2CCN(CC(C)C)CCC2=O)cc1
21) CCCCNC(=O)Nc1c(C(=O)OC)[nH]c2ccc(C)cc12
22) Nc1nonc1-n1nnc(C(=O)N/N=C/c2ccncc2)c1CSc1ccc(Cl)cc1
23) CC(NS(=O)(=O)c1ccc2c(c1)CC(=O)N2C)c1ccccc1 (stereo not given)
24) O=C(NCc1ccc(F)cc1)C(c1cccnc1)N(C(=O)c1csnn1)c1ccccc1 (stereo not given)

Compound	19	20	21	22	23	24
core dimer inh	0	6	-5	-6	-13	-11
Fh CTSL1 inh	6	5	1	8	0	3
proCasp7 act	0	-6	3	-2	-3	-1
TPT1 inh	0	0	9	-1	0	-1
PP1 counter	-7	0	0	1	3	1
AHR act	0	4	27	15	4	-1
PP5 inh	0.5	2.2	0.4	-8.9	1.2	3.4
procasp3 activ	12	-2	-130	-3	3	4
PAFAH2 inh	-5	2	5	1	-10	3

# Part of the list above, reduced to PP5 inh, AHR act and proCasp7 act.
cpd	SMILES	PP5 inh	AHR act	proCasp7 act
19	CCOC(=O)CC1C(C(=O)OCC)ON2OC(C(=O)OC)C(C(=O)OCC)C12 (stereo not given)	0.5	0	0
20	CC(=O)Nc1ccc(SC[C@H](Cc2ccccc2)N2CCN(CC(C)C)CCC2=O)cc1	2.2	4	-6
21	CCCCNC(=O)Nc1c(C(=O)OC)[nH]c2ccc(C)cc12	0.4	27	3
22	Nc1nonc1-n1nnc(C(=O)N/N=C/c2ccncc2)c1CSc1ccc(Cl)cc1	-8.9	15	-2
23	CC(NS(=O)(=O)c1ccc2c(c1)CC(=O)N2C)c1ccccc1 (stereo not given)	1.2	4	-3

# The results go on:
25) COC(=O)c1cc(S(=O)(=O)N(C)c2ccc(C)c(C)c2)c[nH]1
26) O=C(O)c1cc(NS(=O)(=O)c2ccc(NCc3ccccc3)c([N+](=O)[O-])c2)cc(C(=O)O)c1
27) CCCCn1c(SCC(=O)NC(C)(C)C)nnc1-c1ccco1
28) Nn1c(SCc2cccc(Oc3ccccc3)c2)nnc1C(F)(F)F
29) N#CCCSc1ncnc2c1oc1ccccc12
30) CCN(CC(=O)Nc1ccc(C(C)=O)cc1)CC(=O)Nc1ccc2c(c1)OCCO2

Compound	25	26	27	28	29	30
core dimer inh	0	0	1	-8	-2	nt
Fh CTSL1 inh	-2	0	0	-3	4	nt
proCasp7 act	5	0	0	3	7	6
TPT1 inh	3	-1	2	-1	0	nt
PP1 counter	-3	-1	-1	-1	1	nt
AHR act	2	-1	1	-2	-8	5
PP5 inh	-1.1	1.6	-1.6	3.5	1.1	nt
procasp3 activ	-3	3	-10	-2	7	6
PAFAH2 inh	7	4	1	-8	-5	4

# Brought forward from above: two compounds, followed by the next part.
29) N#CCCSc1ncnc2c1oc1ccccc12
30) CCN(CC(=O)Nc1ccc(C(C)=O)cc1)CC(=O)Nc1ccc2c(c1)OCCO2
31) N#Cc1c(NC(=O)CSc2ncnc3sccc23)oc(-c2ccco2)c1-c1ccco1
32) O=C(C[n+]1ccc(/C=N/O)cc1)N1CCCCC1
33) CCOc1ccc(C(C)NC(=O)c2ccccc2OCc2c(C)noc2C)cc1OCC (stereo not given)
34) COCC(=O)N=Nc1c(O)[nH]c2ccccc12
35) CCOC(=O)/C(C#N)=C/c1c(Oc2cccc(C)c2)nc2c(C)cccn2c1=O
36) ClCc1nc2ccccc2n1Cc1ccccc1

Compound	29	30	31	32	33	34	35	36
core dimer inh	-2	nt	50*	-1	-8	2	-4	-12
Fh CTSL1 inh	4	nt	0	1	-3	-2	3	-2
proCasp7 act	7	6	-14	-1	0	-4	6	-7
TPT1 inh	0	nt	23	1	-4	-2	-2	-8
PP1 counter	1	nt	6	-5	2	-4	-2	0
AHR act	-8	5	8	0	-2	5	8	-5
PP5 inh	1.1	nt	-0.1	-1.4	1.0	0.8	-1.2	2.6
procasp3 activ	7	6	-7	7	-2	-8	6	2
PAFAH2 inh	-5	4	22	5	-3	3	0	-4

37) O=C(CN1CCN(c2ccc(F)cc2)CC1)Nc1ccccc1Br
38) Cc1nn(C)c(Cl)c1CN1CCCC(C(=O)Nc2cccc(-n3cccn3)c2)C1 (stereo not given)
39) C/C(=N\NC(N)=O)c1c(F)cccc1F
40) Clc1ccc(N2CCN(c3ncnc4c3oc3ccccc34)CC2)cc1
41) O=C(NCCN1CCN(C(=O)c2cc3ccccc3oc2=O)CC1)c1cc2ccccc2oc1=O
42) CC(=O)c1cccc(OCc2cc(C(=O)N(C)CCc3ccccn3)no2)c1

Compound	37	38	39	40	41	42
core dimer inh	-6	3	-1	1	-4	-8
Fh CTSL1 inh	-1	-2	5	3	6	-1
proCasp7 act	-6	9	-2	4	16	-3
TPT1 inh	-3	1	-5	-1	-7	-3
PP1 counter	3	1	-2	-4	6	-3
AHR act	1	14	0	-2	-4	10
PP5 inh	2.2	2.5	-2.7	0.6	-1.1	-1.7
procasp3 activ	0	-1	-1	11	-2	-3
PAFAH2 inh	-1	-3	-2	-3	-2	-5

43) COC(=O)c1sccc1NC(=O)C1C2C=CC(O2)C1C(=O)O (stereo not given)
44) O=C(Cn1cnc2c(cnn2-c2ccccc2)c1=O)N1CCOCC1
45) Cc1ccc([N+](=O)[O-])cc1S(=O)(=O)Nc1cccc(S(=O)(=O)NC2=NCCC2)c1
46) COc1ccccc1C(=O)Nc1ccc(OC(C)C(=O)N2CCOCC2)cc1 (stereo not given)
47) CCCN(CCC)Cc1c(C(=O)N/N=C/c2ccsc2)nnn1-c1nonc1N
48) O=C(/C=C/N1CCOCC1)c1coc2ccccc12

Compound	43	44	45	46	47	48
core dimer inh	7	4	nt	nt	0	-1
Fh CTSL1 inh	6	2	nt	nt	-3	3
proCasp7 act	-2	-1	15	-7	2	-16
TPT1 inh	-3	-1	nt	nt	1	26*
PP1 counter	-3	3	nt	-7	3	0
AHR act	4	2	-1	-1	9	4
PP5 inh	1.4	0.9	nt	3.2	0.3	3.0
procasp3 activ	6	3	-1	5	1	-6
PAFAH2 inh	-6	2	-6	6	-4	6

49) COc1ccccc1N(C)S(=O)(=O)c1ccc(C(=O)OCC(=O)N(C)c2ccccc2)cc1
50) CCOC(=O)N1CCN(C(=O)c2c(-c3ccccc3)noc2C)CC1
51) O=C(COC(=O)/C=C/c1ccccc1)NC1CCS(=O)(=O)C1 (stereo not given)
52) Cc1c(N2C(=O)CS/C2=N\N=C\c2ccc(Cl)cc2)c(=O)n(-c2ccccc2)n1C
53) Cc1ccc(C(=O)NN(CCC#N)C2=NS(=O)(=O)c3ccccc32)cc1
54) c1ccc(-n2cccc2CNC2CCCCC2)cc1

Compound	49	50	51	52	53	54
core dimer inh	10	3	nt	-8	-1	-19
Fh CTSL1 inh	0	4	nt	2	0	6
proCasp7 act	-3	-6	7	0	3	-12
TPT1 inh	1	-3	nt	-1	-6	1
PP1 counter	0	5	-3	-7	-1	-11
AHR act	1	0	-1	0	-1	1
PP5 inh	5.2	2.5	1.0	0.3	-0.8	-3.2
procasp3 activ	5	-5	3	-1	-7	8
PAFAH2 inh	7	-4	6	15	4	nt

55) Cc1ccc(NC(=O)Nc2ccon2)cc1Cl
56) COc1cccc(Cn2c(NCc3cccnc3)nc3c2c(=O)n(C)c(=O)n3C)c1
57) CC(=O)c1cccc(NC(=O)C(C)OC(=O)c2cccc(-n3cnnn3)c2)c1 (stereo not given)
58) Cc1ccc2c(c1)C(=O)C(=O)N2CCOc1ccccc1
59) Cc1nc(SCC(=O)c2ccccc2)n[nH]1

Compound	55	56	57	58	59
core dimer inh	-3	-4	-7	5	-11
Fh CTSL1 inh	-2	0	-12	-3	-1
proCasp7 act	8	-1	-6	-4	-13
TPT1 inh	2	-1	2	-2	2
PP1 counter	0	-5	-1	7	-4
AHR act	21	29	1	-2	5
PP5 inh	3.0	0.7	2.5	-0.7	-2.5
procasp3 activ	-10	5	-6	-1	-15
PAFAH2 inh	-8	-1	-1	-6	-1
